Assay outcomes: PubChem BioAssay, several laboratories
PPARg SRC1 recr: PPARgamma agonists recruiting SRC-1 coactivator, primary screen, biochemical | 0.41% of 200,000 active | PPARgamma-SRC-1 coactivator recruitment biochemical assay | AID 631, 2007 | Peroxisome proliferator-activated receptor gamma (Homo sapiens), P37231 | activation, % at 8 µM; in the data active = activation above about 19%;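 note: 0% = DMSO and 100% = reference agonist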
Target sequence (P37231 whole entry, looked up): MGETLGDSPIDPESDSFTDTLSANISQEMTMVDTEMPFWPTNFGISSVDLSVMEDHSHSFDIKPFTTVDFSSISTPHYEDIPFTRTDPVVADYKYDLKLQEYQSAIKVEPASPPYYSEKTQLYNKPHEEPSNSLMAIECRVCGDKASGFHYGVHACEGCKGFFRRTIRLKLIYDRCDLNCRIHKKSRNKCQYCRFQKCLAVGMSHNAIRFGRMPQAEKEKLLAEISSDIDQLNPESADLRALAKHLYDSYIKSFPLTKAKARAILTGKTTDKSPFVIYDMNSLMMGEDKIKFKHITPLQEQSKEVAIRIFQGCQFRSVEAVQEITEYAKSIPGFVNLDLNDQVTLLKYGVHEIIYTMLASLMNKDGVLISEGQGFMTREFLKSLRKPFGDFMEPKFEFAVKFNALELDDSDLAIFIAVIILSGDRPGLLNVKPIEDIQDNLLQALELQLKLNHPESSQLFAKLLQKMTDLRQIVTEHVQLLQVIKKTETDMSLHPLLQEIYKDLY
PPARg SRC-2 ag: agonists of PPARg-SRC-2 recruitment, primary screen, biochemical, HTS. PPARgamma LBD-SRC-2 recruitment. activation, % at 8 µM. 0.34% of 200,000 active; in the data active = activation above about 22%;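 note: 0% = vehicle and 100% = reference agonist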
HMGR II inh: inhibitors of E. faecalis class II HMGR, primary screen, biochemical, Enterococcus faecalis; inhibition, % at 10 µM; AID 1066, 2008; purified E. faecalis HMGR, NADPH absorbance 340 nm kinetic; 0.41% of 190,000 active; HMG-CoA reductase (Enterococcus faecalis, mvaE);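 active = inhibition above a set limit, the median over all tested compounds plus 3 SD, cut at about 9.5% in these data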;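 note: enzyme runs in reverse so mevalonate oxidation gives rising NADPH absorbance; 0% = complete reaction with DMSO and 100% = background rate lacking mevalonate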
PPARg SRC-3 ag: PPARgamma agonists recruiting SRC-3 coactivator, primary screen, biochemical. 0.26% of 200,000 active. AID 731, 2007. activation, % at 8 µM. Peroxisome proliferator-activated receptor gamma (Homo sapiens), P37231. biochemical PPARgamma/SRC-3 coactivator recruitment assay; in the data active = activation above about 23%;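 note: 0% = DMSO and 100% = reference agonist; some compounds past the cut are filed as inactive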
TNAP act hi DEA: TNAP activators at high phosphate acceptor level, primary screen, biochemical, luminescence, uHTS; Alkaline phosphatase, tissue-nonspecific isozyme (Homo sapiens), P05186; purified TNAP, CDP-star luminescence, 1 M DEA, 30 min; hits give high values; 0 = EDTA background, 1 = DMSO-only activity; activation factor at 20 µM; 200,000 tested, under 10 active; AID 1136, 2008;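 active = activation factor at least 2 at 20 µM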
Target sequence (P05186 whole entry, looked up): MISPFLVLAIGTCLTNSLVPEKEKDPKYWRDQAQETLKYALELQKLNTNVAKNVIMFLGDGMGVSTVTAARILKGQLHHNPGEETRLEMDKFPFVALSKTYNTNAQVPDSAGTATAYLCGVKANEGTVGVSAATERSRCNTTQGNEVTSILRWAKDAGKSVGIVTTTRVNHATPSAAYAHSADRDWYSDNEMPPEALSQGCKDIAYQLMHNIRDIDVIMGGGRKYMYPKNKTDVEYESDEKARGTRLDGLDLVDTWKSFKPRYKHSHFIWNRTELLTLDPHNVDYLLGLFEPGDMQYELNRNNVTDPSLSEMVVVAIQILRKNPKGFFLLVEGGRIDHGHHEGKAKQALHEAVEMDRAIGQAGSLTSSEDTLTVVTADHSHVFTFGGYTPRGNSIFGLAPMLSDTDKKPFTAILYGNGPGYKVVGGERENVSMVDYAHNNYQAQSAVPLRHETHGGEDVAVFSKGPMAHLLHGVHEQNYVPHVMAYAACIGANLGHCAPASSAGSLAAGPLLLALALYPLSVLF
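Dosing: 20 µM single point. System: human TNAP. Amount: TNAP 1/800 final. Incubation: 30 min, room temperature. Read-out: TNAP activation factor scaled between EDTA and DMSO control wells. Signal: luminescence from CDP-star hydrolysis. Medium: 1 M DEA, pH 9.8, Mg2+, Zn2+. Control set: EDTA negative control, DMSO positive control.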
TNAP inh no acc: human TNAP enzyme inhibitors, primary screen, biochemical, luminescent, no phosphate acceptor, uHTS | 0.26% of 200,000 active | AID 1012, 2008 | Alkaline phosphatase, tissue-nonspecific isozyme (Homo sapiens), P05186 | purified TNAP, CDP-star luminescence, 30 min | inhibition, % at 20 µM;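 active = tissue-nonspecific alkaline phosphatase inhibition above about 50% at 20 µM in the single-dose screen, limit read from the data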;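 note: 0% = DMSO negative control and 100% = EDTA positive control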
bIAP act: bovine intestinal alkaline phosphatase activators, primary screen, biochemical, bovine IAP, CDP-star luminescence. purified bovine IAP, 30 min; hits give high values; fold of DMSO-control signal, blank-subtracted. activation factor at 20 µM. 0.17% of 200,000 active;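 active = activation factor of 2 or more at 20 µM, a signal rise over negative controls twice the positive control's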
TNAP inh hiacc: human TNAP enzyme inhibitors, primary screen, biochemical, luminescent, high phosphate acceptor level, uHTS | 0.03% of 200,000 active | inhibition, % at 20 µM | Alkaline phosphatase, tissue-nonspecific isozyme (Homo sapiens), P05186 | AID 1135, 2008 | purified TNAP, CDP-star luminescence, 1 M DEA;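 active = over 50% inhibition of tissue-nonspecific alkaline phosphatase at 20 µM in the single-dose screen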;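 note: plate controls were DMSO wells for no effect and EDTA-quenched wells as full inhibition for full effect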
bIAP inh: bovine intestinal alkaline phosphatase inhibitors, primary screen, selectivity assay for TNAP inhibitor project, biochemical, bovine IAP, CDP-star luminescence; alkaline phosphatase, intestinal [Bos taurus]; purified bovine IAP, 30 min; inhibition, % at 20 µM; 190,000 tested, under 10 active;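 active = over 50% inhibition of intestinal alkaline phosphatase at 20 µM in the single-dose screen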
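test system = bovine IAP enzyme | medium = DEA buffer 100 mM, pH 9.8, with MgCl2 1.0 mM, ZnCl2 0.02 mM | detection = luminescence | dosing = single compound dose of 20 µM, 2% DMSO final | incubation = 30 min reaction at room temperature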
TR-FRET SRC-2 ct: TR-FRET signal artefacts, primary screen, artefact control for PPARgamma SRC-2 agonist project, biochemical; TR-FRET ratio at 8 µM; 0.4% of 200,000 active; TR-FRET artefact counter-screen; hits give high values; in the data active = TR-FRET ratio above about 2000; note: inactives centre near 1500
An asterisk follows results filed as active; . = not tested or not shown. Rows were taken by chance; overall some 1.6% were active at least once.

Abbreviations – A = PPARg SRC1 recr; B = PPARg SRC-2 ag; C = HMGR II inh; D = PPARg SRC-3 ag; E = TNAP act hi DEA; F = TNAP inh no acc; G = bIAP act; H = TNAP inh hiacc; I = bIAP inh; J = TR-FRET SRC-2 ct
> COc1ccc(S(=O)(=O)Nc2ccc(CC#N)cc2)cc1
  A: 6; B: -4; C: -7; D: 4; E: 1.1; F: -5; G: 0.9; H: -5; I: 15; J: 1567
> COc1ccc(N2C(=O)CC(Sc3nc(C)cc(C)c3C#N)C2=O)cc1 (stereo not drawn)
  A: -3; B: 8; C: -1; D: -9; E: 1; F: -4; G: 0.8; H: -3; I: 16; J: 1522
> O=C(NC1=NCCS1)c1nc(-c2ccccc2)n(-c2ccccc2)n1
  A: -1; B: 4; C: 0; D: -6; E: 1; F: -4; G: 1.2; H: -2; I: -19; J: 1447
> CCOc1ccc(N2C(=O)C3CCCN3C2=O)cc1 (stereo not drawn)
  A: 5; B: 0; C: 1; D: 6; E: 1; F: -12; G: 0.9; H: -4; I: 12; J: 1530
> O=S(=O)(c1ccccc1F)N1CCN(c2nc3ccccc3s2)CC1
  A: 5; B: -2; C: -1; D: -2; E: 1; F: -3; G: 1; H: -4; I: -4; J: 1547
> CCCCOC(=O)c1ccccc1N1C(=O)C2C3CCC(C3)C2C1=O (stereo not drawn)
  A: -3; B: -2; C: 1; D: -2; E: 1; F: -10; G: 1; H: -2; I: -3; J: 1560
> CCCNC(=O)NNC(=O)c1ccc(F)cc1
  A: 12; B: 1; C: -8; D: 6; E: 1; F: -2; G: 1; H: -5; I: -5; J: 1720
> COc1ccc(NC(=S)NCCc2c[nH]c3ccc(OC)cc23)c(OC)c1
  A: 6; B: 10; C: -2; D: 7; E: 1; F: -6; G: 0.8; H: -3; I: 17; J: 1650
> Cc1cc(C)nc(CCNC(=O)c2cc(COc3c(F)cccc3F)on2)n1
  A: 11; B: 0; C: 2; D: 2; E: 1; F: -9; G: 1.1; H: -5; I: -9; J: 1532
> O=C(O)c1ccc(NC(=O)C2CCCCC2)cc1
  A: -1; B: 1; C: -7; D: 12; E: 1; F: -13; G: 1; H: -3; I: 0; J: 1576
> COC(=O)c1ccccc1N(C)S(=O)(=O)c1cc2c(cc1C)OCC(=O)N2
  A: 1; B: -1; C: 1; D: 0; E: 1; F: 0; G: 1.2; H: 2; I: -24; J: 1629
> CC(Nc1ccccc1)c1cc(Cl)ccc1O (stereo not drawn)
  A: 6; B: 5; C: -5; D: 4; E: 1; F: 4; G: 0.9; H: -3; I: 10; J: 1606
> Cc1ccc(-c2csc(NC(=O)C3=COCCO3)n2)cc1
  A: 10; B: 6; C: -8; D: 0; E: 1; F: -12; G: 1; H: 2; I: 4; J: 1581
> Cc1nnc(Sc2c(-c3ccccc3)c3ccc(Cl)cc3[nH]c2=O)s1
  A: -4; B: -3; C: -3; D: -4; E: 1; F: 3; G: 1; H: -1; I: -2; J: 1468
> COc1ccc(-c2c(C(=O)O)nc3ccccc3c2C(=O)O)cc1
  A: 0; B: -4; C: -1; D: 4; E: 1; F: 0; G: 0.9; H: -5; I: 6; J: 1455

(further entries)
Abbreviations – A = PPARg SRC1 recr; B = PPARg SRC-2 ag; C = HMGR II inh; D = PPARg SRC-3 ag; E = TNAP act hi DEA; F = TNAP inh no acc; G = bIAP act; H = TNAP inh hiacc; I = bIAP inh; J = TR-FRET SRC-2 ct
> COc1cccc(CN(C)C(=O)c2ccc(S(=O)(=O)N3CCCC3)cc2)c1OC
  A: 1; B: 5; C: -4; D: 2; E: 1.1; F: -13; G: 1; H: -7; I: 1; J: 1576
> O=C(Nc1ccc(-c2nnc(-c3ccccc3)o2)cc1)c1ccc(Br)o1
  A: 2; B: 11; C: .; D: 10; E: .; F: .; G: .; H: .; I: .; J: 1496
> CCOC(=O)c1ccc(NC(=O)CN2C(=O)C(=O)N(CC(C)C)C2=O)cc1
  A: 4; B: 10; C: -1; D: 7; E: 1; F: -14; G: 0.9; H: -4; I: 12; J: 1568
> Cc1ccc(C(OC(=O)c2ccco2)C(=O)NC2CCCCC2)cc1 (stereo not drawn)
  A: -10; B: 4; C: -3; D: -6; E: 1; F: -12; G: 1; H: -2; I: 5; J: 1496
> COc1ccc2cc(CCNC(=O)c3c(-c4ccccc4Cl)noc3C)c(=O)[nH]c2c1
  A: -5; B: -4; C: -4; D: -1; E: 1; F: -6; G: 0.9; H: -3; I: 8; J: 1397
> COc1ccc2[nH]c(C(O)(Cc3cccnc3)Cc3cccnc3)cc2c1
  A: 2; B: -4; C: -3; D: -4; E: 0.9; F: 1; G: 1; H: 5; I: 1; J: 1430
> O=C(c1ccccc1)c1ccc2nc(N3CCN(C(=O)c4ccco4)CC3)c3nncn3c2c1
  A: .; B: .; C: -9; D: .; E: 1; F: -7; G: 0.9; H: -2; I: 6; J: .
> O=C(Cc1cccs1)Nc1cccc(C(=O)Nc2ccc(C(=O)O)cc2)c1
  A: 17; B: 9; C: -7; D: 4; E: 1; F: -7; G: 1; H: -1; I: 1; J: 1751
> Cc1ccc(NC(=O)Cc2cc(C(=O)O)c3ccccc3n2)c(C)c1
  A: 12; B: 6; C: -3; D: -2; E: 1; F: 2; G: 1; H: -4; I: 2; J: 1571
> Cc1ccc(-c2nnc(SCC(=O)N3CCCC3)o2)cc1
  A: 0; B: 9; C: -1; D: 4; E: 1; F: -8; G: 1; H: -2; I: 5; J: 1558
> O=S(=O)(Nc1ccccc1F)c1ccc2nsnc2c1
  A: -3; B: -11; C: 3; D: -1; E: 1; F: -12; G: 0.9; H: 1; I: 9; J: 1544
> COc1ccc(CCN(Cc2cccs2)S(=O)(=O)c2ccc(S(=O)(=O)N(C)C3CCCCC3)cc2)cc1OC
  A: 7; B: 4; C: 4; D: -3; E: 1; F: -8; G: 1; H: -5; I: 2; J: 1567
> Cc1cc(=O)oc(C)c1C(=O)OCC(=O)c1ccccc1
  A: 1; B: -3; C: -6; D: 2; E: 1; F: -11; G: 0.8; H: -5; I: 16; J: 1682
> CC(=O)Nc1ccccc1NC(=O)c1ccccc1
  A: 2; B: -1; C: -1; D: -2; E: 1; F: -10; G: 0.9; H: -5; I: 9; J: 1606
> CCOc1ccc(Cl)cc1CNCCNCCO
  A: 3; B: 1; C: 1; D: 3; E: 1.1; F: -1; G: 1; H: -5; I: -2; J: 1359

(list continues)
Abbreviations – A = PPARg SRC1 recr; B = PPARg SRC-2 ag; C = HMGR II inh; D = PPARg SRC-3 ag; E = TNAP act hi DEA; F = TNAP inh no acc; G = bIAP act; H = TNAP inh hiacc; I = bIAP inh; J = TR-FRET SRC-2 ct
> O=C(/C=C/c1cccc([N+](=O)[O-])c1)NCCN1CCOCC1
  A: -2; B: -7; C: 0; D: -8; E: 1; F: 1; G: 1; H: -1; I: -3; J: 1429
> O=S(=O)(c1ccccc1)c1cccc(S(=O)(=O)N2CCCCC2)c1
  A: 2; B: -1; C: 1; D: 3; E: 1.1; F: -4; G: 0.9; H: -7; I: 8; J: 1549
> Cc1nn(CC(=O)Nc2cccc(S(N)(=O)=O)c2)c(C)c1[N+](=O)[O-]
  A: 2; B: 5; C: -8; D: 1; E: 0.9; F: 13; G: 1.1; H: 8; I: -13; J: 1580
> CSc1ncccc1C(=O)Nc1nc2ccc(Oc3ccccc3)cc2s1
  A: -2; B: -1; C: -6; D: 7; E: 1; F: 1; G: 0.7; H: -2; I: 29; J: 1555
> COc1cccc(OCCCCN2CCCCC2)c1
  A: 0; B: -4; C: -1; D: -2; E: 1.1; F: -17; G: 1; H: -6; I: 4; J: 1600
> Cc1ccc(C)c(NC(=S)NCC(c2cccnc2)N2CCOCC2)c1 (stereo not drawn)
  A: 6; B: 3; C: -5; D: -1; E: 1; F: -3; G: 1.2; H: 5; I: -20; J: 1579
> CNc1ccccc(-c2ccc3ccccc3n2)c1=O
  A: -1; B: 0; C: 2; D: 0; E: 1; F: -11; G: 0.9; H: 4; I: 6; J: 1357
> O=C(NC1CCCc2ccccc21)c1ccc(S(=O)(=O)N2CCOCC2)cc1 (stereo not drawn)
  A: -1; B: -6; C: -5; D: -1; E: 1; F: -16; G: 1; H: -3; I: 4; J: 1505
> C[C@@H]1NC(=O)c2cc([N+](=O)[O-])cc(I)c2OCC[C@@H](C(N)=O)NC(=O)[C@H](CCC(=O)O)NC1=O
  A: 8; B: 13; C: -1; D: 2; E: 1; F: -11; G: 0.9; H: -2; I: 12; J: 1465
> O=C(NC(=S)N(CC1CCC1)CC1CCCO1)c1cccc([N+](=O)[O-])c1 (stereo not drawn)
  A: 0; B: 0; C: 14*; D: 0; E: 1.1; F: -7; G: 0.8; H: -6; I: 18; J: 1658
> COC(=O)c1ccc(OCCOCCOc2cccc3ccc(C)nc23)cc1
  A: -7; B: 0; C: -3; D: -7; E: 1; F: -7; G: 0.9; H: -4; I: 12; J: 1299
> Clc1ccc(-c2nnc(-c3ccccc3)o2)c(Cl)c1
  A: -8; B: -2; C: -4; D: -11; E: 1; F: -6; G: 0.8; H: -3; I: 18; J: 1654
> CCCCC(=O)N(c1ccc(OCC)cc1)C1C=CS(=O)(=O)C1 (stereo not drawn)
  A: -5; B: -2; C: -7; D: -5; E: 1; F: -8; G: 0.9; H: 0; I: 7; J: 1484
> CCOc1ccccc1NC(=O)/C=C/C(N)=O
  A: 2; B: -1; C: 0; D: 3; E: 1.1; F: -20; G: 0.9; H: -6; I: 6; J: 1530
> Cc1cccc(CN2CCN(Cc3cccc4nonc34)CC2CCO)n1 (stereo not drawn)
  A: -6; B: -5; C: 0; D: 2; E: 1.1; F: -12; G: 1; H: -6; I: 2; J: 1502

Compound profiles, from the list above.
CSc1ncccc1C(=O)Nc1nc2ccc(Oc3ccccc3)cc2s1 across the screens: PPARg SRC1 recr = -2; PPARg SRC-2 ag = -1; HMGR II inh = -6; PPARg SRC-3 ag = 7; TNAP act hi DEA = 1; TNAP inh no acc = 1; bIAP act = 0.7; TNAP inh hiacc = -2; bIAP inh = 29; TR-FRET SRC-2 ct = 1555
CNc1ccccc(-c2ccc3ccccc3n2)c1=O across the screens: PPARg SRC1 recr = -1; PPARg SRC-2 ag = 0; HMGR II inh = 2; PPARg SRC-3 ag = 0; TNAP act hi DEA = 1; TNAP inh no acc = -11; bIAP act = 0.9; TNAP inh hiacc = 4; bIAP inh = 6; TR-FRET SRC-2 ct = 1357
O=S(=O)(c1ccccc1)c1cccc(S(=O)(=O)N2CCCCC2)c1 across the screens: PPARg SRC1 recr = 2; PPARg SRC-2 ag = -1; HMGR II inh = 1; PPARg SRC-3 ag = 3; TNAP act hi DEA = 1.1; TNAP inh no acc = -4; bIAP act = 0.9; TNAP inh hiacc = -7; bIAP inh = 8; TR-FRET SRC-2 ct = 1549
